Source: PubChem BioAssay
KCC2 mod: KCC2 (human) Cl- transport modulation. Q9H2X9. KCC2 cells, thallium flux FluoZin-2 fluorescence. B-score of Tl+ flux slope (higher = more flux/activation; lower = inhibition) at 10 µM. 190,000 compounds, 2.2% hits. AID 1456;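 active = thallium flux slope and its plate-corrected score both differing from the plate sample mean at a set confidence after two filtering rounds, in either direction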;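 note: slope of fluorescence scaled to starting intensity during 10 to 20 s after thallium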
Target sequence (Q9H2X9 whole entry, looked up): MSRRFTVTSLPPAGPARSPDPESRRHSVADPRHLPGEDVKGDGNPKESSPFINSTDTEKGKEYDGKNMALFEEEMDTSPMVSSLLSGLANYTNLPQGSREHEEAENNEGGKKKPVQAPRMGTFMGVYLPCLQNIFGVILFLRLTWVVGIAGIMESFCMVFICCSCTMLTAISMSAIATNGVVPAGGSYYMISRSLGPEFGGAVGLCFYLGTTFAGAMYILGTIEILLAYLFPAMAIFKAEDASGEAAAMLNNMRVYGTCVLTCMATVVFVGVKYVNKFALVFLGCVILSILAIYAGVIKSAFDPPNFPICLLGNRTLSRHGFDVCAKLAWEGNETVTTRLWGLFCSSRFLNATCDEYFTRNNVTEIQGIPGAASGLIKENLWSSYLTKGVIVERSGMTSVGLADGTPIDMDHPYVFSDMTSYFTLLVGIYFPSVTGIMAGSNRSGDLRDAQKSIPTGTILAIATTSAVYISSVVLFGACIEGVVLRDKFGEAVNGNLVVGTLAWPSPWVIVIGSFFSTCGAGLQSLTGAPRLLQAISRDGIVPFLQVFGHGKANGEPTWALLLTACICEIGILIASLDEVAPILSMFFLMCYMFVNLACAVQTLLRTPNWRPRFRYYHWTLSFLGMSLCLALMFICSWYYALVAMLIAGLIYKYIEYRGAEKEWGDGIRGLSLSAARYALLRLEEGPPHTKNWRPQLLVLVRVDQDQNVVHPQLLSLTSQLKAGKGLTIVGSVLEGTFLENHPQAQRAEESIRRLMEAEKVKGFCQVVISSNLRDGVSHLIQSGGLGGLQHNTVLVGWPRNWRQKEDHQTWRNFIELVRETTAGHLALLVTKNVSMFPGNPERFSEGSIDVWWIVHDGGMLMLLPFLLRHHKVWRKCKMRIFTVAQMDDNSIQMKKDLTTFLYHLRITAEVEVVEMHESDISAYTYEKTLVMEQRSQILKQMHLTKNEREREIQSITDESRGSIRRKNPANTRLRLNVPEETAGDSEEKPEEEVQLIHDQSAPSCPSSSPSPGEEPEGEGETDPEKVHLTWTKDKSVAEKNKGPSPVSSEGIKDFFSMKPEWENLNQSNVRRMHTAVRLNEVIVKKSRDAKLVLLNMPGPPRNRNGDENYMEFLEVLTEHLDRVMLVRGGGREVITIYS
L929 necroptosis: blocks zVAD induced death of L929 cells. AID 1377. viability rescue, % at 10 µM. 220,000 compounds, 0.38% hits. L929 zVAD necroptosis rescue, ATP luminescence, 24 h; with zVAD 60 µM;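 active = activation, scaled between plate controls, above about 75%, limit read from the data; inactive = activation under that limit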;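 note: 0% = zVAD with DMSO and 100% = DMSO alone without zVAD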
Thrombin inh: thrombin (human) inhibition | inhibition, % at 5 µM | alpha-thrombin, Boc-VPR-AMC fluorogenic substrate cleavage | AID 1046 | 220,000 compounds, 0.26% hits | P00734;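 active = inhibition at or above 40%; inactive = inhibition below 40%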;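 note: 0% = enzyme with no compound and 100% = wells without enzyme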
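System – human alpha-thrombin protein · Reagent – Boc-VPR-AMC substrate, 15 µM final · Compound – 5 µM single dose in 0.2% DMSO · Schedule – reaction at room temperature · Technique – AMC fluorescence at 355 nm excitation and 460 nm emission · Read-out basis – % inhibition relative to enzyme controls and enzyme-free blanks · Control set – no-compound enzyme wells and no-enzyme blanks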
Hck Nef HTS: human Hck-Nef kinase inhibition; P08631; inhibition, % at 20 µM; Recombinant Hck-YEEI plus Nef, Z-Lyte FRET kinase assay; 220,000 compounds, 0.68% hits;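 active = Hck-Nef kinase inhibition above about 50%, limit read from the data; inactive = inhibition below that limit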;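 note: 0% = DMSO with Hck plus Nef and 100% = Hck alone without Nef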
FXIa inh 1536: factor XIa (human) inhibition; inhibition, % at 5 µM; purified FXIa, Boc-Glu-Ala-Arg-AMC fluorogenic substrate; P03951; 220,000 compounds, 0.14% hits;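 active = inhibition of at least 40%; inactive = inhibition below 40%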;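 note: fluorescence of freed AMC excited at 355 nm; 0% = enzyme without compound and 100% = no enzyme blank; many of its hits are not listed in these tables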
KLK5 inh: inhibitors of human kallikrein 5 | Q9Y337 | recombinant hK5, fluorogenic AMC substrate cleavage | inhibition, % at 5 µM | 210,000 compounds, 0.59% hits;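 active = inhibition of 40% or more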;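 note: 0% = enzyme controls without compound and 100% = no-enzyme blanks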
TNF necrop inh: blocks TNF-alpha induced death of Jurkat FADD-/- cells | Jurkat FADD-/- TNF necroptosis rescue, ATP luminescence, 24 h; 0 = TNF only, 100 = no-TNF cells | activation (protection from cell death), % at 10 µM | 220,000 compounds, 0.068% hits | AID 463075;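 active = activation, meaning protection from cell death, of at least 50% relative to plate controls; inactive = activation below 50%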;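 note: necroptosis triggered by 40 ng/mL TNF-alpha added together with compound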
Rad51 HR inh: Rad51 (human) homologous recombination inhibition | Q06609 | hRad51 DNA strand exchange, fluorescence dequenching | inhibition, % at 10 µM | 200,000 compounds, 0.085% hits | AID 1385;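 active = inhibition above 40% at the single screening dose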;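 note: 0% = DMSO control wells and 100% = blanks with heterologous ssDNA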
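Test system: preformed human Rad51 ssDNA filaments; also added: Donor/quencher-labelled 47-bp dsDNA substrate; doses: 10 µM final, single point; times: 37 °C 15-min filament assembly, 30-min compound preincubation, 15-min exchange; detection: FRET fluorescence dequenching, excitation 485 nm, emission 520 nm; read-out basis: Fluorescence-based percent inhibition, control- and blank-normalised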
FXIIa inh 1536: inhibitors of human coagulation factor XIIa. 220,000 compounds, 0.3% hits. P00748. inhibition, % at 5 µM. purified FXIIa, Boc-QGR-AMC fluorogenic substrate, 2 h; in the data active = inhibition above about 40%;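 note: 0% = enzyme with no compound and 100% = blank without enzyme; many of its hits are not listed in these tables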
* = called active by the depositor; . = not tested or not shown.

SMILES	KCC2 mod	L929 necroptosis	Thrombin inh	Hck Nef HTS	FXIa inh 1536	KLK5 inh	TNF necrop inh	Rad51 HR inh	FXIIa inh 1536
COc1cccc(CNc2cc(CSc3ccc(Cl)cc3)nc(C)n2)c1	.	-0.2	-7	-1	-28	6	2.4	7	-3
Cc1ccc(Cl)cc1NC(=O)c1ccccc1OCC(=O)Nc1ccc(Cl)cc1	1.3	1.2	-14	8	8	0	1.5	7	10
CCC(=O)Nc1ccc(C(=O)N2CCN(C(=O)c3ccco3)CC2)cc1	0.59	1.4	-1	-5	-10	-21	1.0	1	-6
CC(=O)c1cc(OC(=O)N2CCOCC2)ccc1OC(=O)N1CCOCC1	1.4	0.4	-10	2	3	-14	0.7	5	11
Cc1cccc(Cc2cnc(NC(=O)C3=NCCN3)s2)c1	-0.0051	-2.1	-2	20	13	-14	-11	-5	9
CC12CCC(C(=O)N(CCCCN3CCN(Cc4ccccc4)CC3)C1=O)C2(C)C (stereo not drawn)	0.66	-0.1	0	18	4	3	1.6	.	14
Cc1c(C(=O)NCCSCc2ccccc2Cl)cccc1[N+](=O)[O-]	-1.8	-0.2	-12	0	-8	-16	-1.4	.	4
CC(=O)N1CCn2c3c(c4cc(C)ccc42)CCCC31 (stereo not drawn)	-0.35	-0.6	-1	24	2	3	-0.7	-47	5
COc1ccc(NC(=O)C(Cc2ccccc2)n2cccc2)c(OC)c1 (stereo not drawn)	-1.4	0.2	3	25	2	0	0.4	-5	11
COC(=O)N/N=C/c1cc(N=Nc2ccccc2Cl)ccc1O	-0.025	0.2	-16	31	-1	-4	-14	.	5
CC1(C)Cc2ccccc2/C(=C/C(=O)N2CCCCCC2)N1	0.077	-0.6	0	-22	-7	-5	0.5	5	9
O=C1c2ccccc2C(Nc2ccc3c(c2)OCCO3)N1c1ccccn1 (stereo not drawn)	-0.37	-0.5	9	20	0	51*	-2.3	7	13
CCOc1ccc2oc(C(=O)Nc3ccc(N4CCOCC4)cc3)c(C)c2c1	-0.01	0.6	15	2	4	8	0.6	11	6
CCN(CC(=O)NC(C)(C)C)Cc1nc2c(Br)cc(Br)cc2c(=O)[nH]1	0.76	1.2	-9	10	2	-20	1.9	.	2
CCCC(=O)Nc1nc(-c2ccc(Cl)s2)cs1	-0.42	5.0	2	21	3	-33	0.8	6	7
CCN(CCCNC(=O)c1[nH]c(C)c(C(C)=O)c1C)c1ccccc1	-1.3	2.7	-15	-9	-2	-3	0.5	-6	-7
CCc1ccc2nc(Nc3ccc(OC)cc3OC)c(C#N)cc2c1	0.66	0.4	-2	-9	-5	-6	3.2	-26	-1
CN(CCC#N)C(=O)COC(=O)c1c2c(nc3ccccc13)/C(=C/c1ccco1)CC2	-0.64	1.8	-4	6	-6	-44	-0.9	-19	3
COc1cc(/C=N/NC(=O)c2ccc(O)cc2)ccc1Oc1ccc([N+](=O)[O-])cn1	-0.17	1.4	14	1	5	30	2.8	9	15
CCN(CC)S(=O)(=O)c1cc(NC(=O)NCCCl)ccc1C	-0.073	-0.1	-9	4	-1	-1	0.5	.	9

Some of the entries so far, with bars between the fields.
canonical_smiles | KCC2 mod | L929 necroptosis | Thrombin inh | Hck Nef HTS | FXIa inh 1536 | KLK5 inh | TNF necrop inh | Rad51 HR inh | FXIIa inh 1536
COC(=O)N/N=C/c1cc(N=Nc2ccccc2Cl)ccc1O | -0.025 | 0.2 | -16 | 31 | -1 | -4 | -14 | . | 5
CC1(C)Cc2ccccc2/C(=C/C(=O)N2CCCCCC2)N1 | 0.077 | -0.6 | 0 | -22 | -7 | -5 | 0.5 | 5 | 9

A different layout for some results above.
canonical_smiles,KCC2 mod,L929 necroptosis,Thrombin inh,Hck Nef HTS,FXIa inh 1536,KLK5 inh,TNF necrop inh,Rad51 HR inh,FXIIa inh 1536
COc1cccc(CNc2cc(CSc3ccc(Cl)cc3)nc(C)n2)c1,.,-0.2,-7,-1,-28,6,2.4,7,-3
Cc1ccc(Cl)cc1NC(=O)c1ccccc1OCC(=O)Nc1ccc(Cl)cc1,1.3,1.2,-14,8,8,0,1.5,7,10
CCC(=O)Nc1ccc(C(=O)N2CCN(C(=O)c3ccco3)CC2)cc1,0.59,1.4,-1,-5,-10,-21,1.0,1,-6
CC(=O)c1cc(OC(=O)N2CCOCC2)ccc1OC(=O)N1CCOCC1,1.4,0.4,-10,2,3,-14,0.7,5,11
Cc1cccc(Cc2cnc(NC(=O)C3=NCCN3)s2)c1,-0.0051,-2.1,-2,20,13,-14,-11,-5,9
CC12CCC(C(=O)N(CCCCN3CCN(Cc4ccccc4)CC3)C1=O)C2(C)C (stereo not drawn),0.66,-0.1,0,18,4,3,1.6,.,14
Cc1c(C(=O)NCCSCc2ccccc2Cl)cccc1[N+](=O)[O-],-1.8,-0.2,-12,0,-8,-16,-1.4,.,4
CC(=O)N1CCn2c3c(c4cc(C)ccc42)CCCC31 (stereo not drawn),-0.35,-0.6,-1,24,2,3,-0.7,-47,5
COc1ccc(NC(=O)C(Cc2ccccc2)n2cccc2)c(OC)c1 (stereo not drawn),-1.4,0.2,3,25,2,0,0.4,-5,11
COC(=O)N/N=C/c1cc(N=Nc2ccccc2Cl)ccc1O,-0.025,0.2,-16,31,-1,-4,-14,.,5

Later entries:
SMILES	KCC2 mod	L929 necroptosis	Thrombin inh	Hck Nef HTS	FXIa inh 1536	KLK5 inh	TNF necrop inh	Rad51 HR inh	FXIIa inh 1536
CC(C)CCNc1nc(-c2ccco2)c2c(c1C#N)CCCC2	0.59	0.2	-12	5	-2	-222	-0.4	2	-20
Cc1cc(=O)n2nc(N3CCCC(C(=O)N4CCN(C)CC4)C3)sc2n1 (stereo not drawn)	-1.1	0.6	-2	6	2	-20	0.3	10	10
COc1ccc(C2CCCN2C(=S)Nc2cccc(C)c2)cc1OC (stereo not drawn)	-1	1.0	-4	9	-1	.	1.8	.	4
CC(C)(C)c1ccc(OCc2ccc(C(=O)N/N=C3\CC4CC=CC34)cc2)cc1 (stereo not drawn)	0.74	1.2	-9	3	2	-24	4.9	.	2
CCOC(=O)Cn1cnc(-c2ccc([N+](=O)[O-])cc2)c1	0.66	0.4	4	1	3	5	1.5	.	14
CCOc1cc(S(=O)(=O)n2ccnc2)ccc1Cl	-0.8	0.7	4	-8	-3	-3	0.8	-44	1
COc1ccc(-n2c(SCC(=O)N3CCCCC3)nc(O)cc2=O)cc1	0.34	0.3	4	5	4	3	1.6	-4	1
COc1cc2c(cc1OC)C(C(=O)Nc1ccc3c(c1)OCCO3)C(c1cccnc1)N(C)C2=O (stereo not drawn)	.	0.2	0	1	6	6	-3.9	.	20
COc1ccc(C2=NOC(COc3ccc4c(C)cc(=O)oc4c3)C2)c(OC)c1 (stereo not drawn)	-1.8	-1.1	3	24	3	4	-17	7	11
CCn1c(CSc2nc(C)cc(C)n2)nnc1SCC(=O)N1CCCc2ccccc21	-0.36	0.0	-15	0	-4	-12	-1.4	1	14
Cc1ccc2cc(CN(Cc3cccs3)Cc3nnnn3CC3CCCO3)c(=O)[nH]c2c1 (stereo not drawn)	-1.7	-0.6	2	0	4	5	-2.6	-3	6
Cc1nc(NC2=NCN(CC3CCCO3)CN2)nc2ccccc12 (stereo not drawn)	0.32	-0.1	.	0	.	.	4.9	.	.
O=c1c2ccccc2cnn1Cc1n[nH]c(=S)n1-c1ccc(Cl)cc1	-0.035	0.3	-1	1	10	-17	0.8	.	8
Cc1ccc(-n2ncc3c(=O)n(CC(=O)N4CCN(c5ccccc5)CC4)cnc32)cc1	1.2	0.2	-5	7	7	-7	-1.0	-18	12
O=S(=O)(c1ccc(N2CCOCC2)cc1)N1CCOCC1	2.1	0.2	-10	6	-6	-29	-1.2	-11	3
CC(C)[C@H](NC(=O)c1ccccc1)C(=O)OCC(=O)/C=C1/N(C)c2ccccc2C1(C)C	-1.6	-0.4	-10	2	-1	-17	-1.3	-1	1
CCc1nc(SCC(=O)N2CCOCC2)c2c(=O)n(C)c(=O)n(C)c2n1	-0.016	0.6	0	3	-3	-2	-0.3	-2	10
COc1cc(C(=O)N/N=C2\CCS(=O)(=O)c3ccc(F)cc32)cc(OC)c1OC	.	0.1	2	5	3	-13	0.8	3	18
O=C(NCc1ccc(F)cc1)N[C@@H](Cc1ccccc1)C(=O)O	0.23	6.6	1	-1	1	-20	17	3	12
COC(=O)C(CCCCNC(=O)c1ccc([N+](=O)[O-])cc1)NC(=O)c1ccc([N+](=O)[O-])cc1 (stereo not drawn)	-0.53	0.0	-3	4	20	-13	1.3	15	12
O=C(CC1S/C(=N/N=C/c2cccnc2)NC1=O)Nc1ccccc1 (stereo not drawn)	0.072	-0.2	-1	22	2	-3	2.4	-14	8
COc1ccc(NC(=O)CC23CC4CC(CC(C4)C2)C3)cn1	-0.03	-0.3	-11	5	-3	5	0.4	-7	1
Cc1cccc(OCCCSc2nc3ccccc3[nH]2)c1	0.23	0.3	-5	-1	-3	3	-1.5	2	11
COc1ccc(C(CCNCc2ccc(F)cc2)c2ccc(F)cc2)cc1 (stereo not drawn)	1.9	2.3	-5	3	-4	-15	10	-6	1
Cc1cccc(N2CCN(C(=O)c3cccc(S(=O)(=O)N4CCc5ccccc5C4)c3)CC2C)c1 (stereo not drawn)	-1.5	0.1	-8	2	1	-8	-1.7	1	-11
CCOC(=O)c1c(C)[nH]c(C(=O)COC(=O)CCS(=O)(=O)c2ccc(C)cc2)c1C	-0.034	0.5	-8	2	5	-18	0.8	8	5
On1c(-c2ccco2)nc2c1CCc1nonc1-2	1.6	0.7	-5	3	-5	1	1.0	-4	-3
Cc1ccccc1OCc1nc2ccccc2c(=O)n1/N=C/c1cccc([N+](=O)[O-])c1	-0.63	2.0	2	2	-4	4	2.3	-2	8
CCCCOc1ccc(S(=O)(=O)Nc2ccc(NC(C)=O)cc2)cc1	0.26	0.1	1	4	21	-4	-3.2	-2	31
COc1cccc2c1CCC(NC(C)=O)C2=O (stereo not drawn)	0.69	0.3	-6	-3	-6	-6	0.6	10	-5
CC1=C(C#N)C(=O)NC(=O)/C1=C\c1ccc(-c2ccc(C)cc2[N+](=O)[O-])o1	.	0.7	-6	100*	0	5	-0.3	-6	9
CCC1Oc2ccc(C)cc2N(CC(=O)NCC2COc3ccccc3O2)C1=O (stereo not drawn)	0.15	0.3	-7	0	-5	-1	-0.5	1	6
Cc1ccc(NC(=O)C2CCN(C(=O)c3ccccc3C)CC2)cc1	-0.14	1.5	-12	6	-3	-24	1.2	3	0
CCN1CCN(CC(=O)Nc2cc(C)on2)CC1	-0.96	1.1	3	-36	46*	42*	0.0	-1	27
COc1ccc(C2CC(c3ccccc3C)n3nc(N)nc3N2)cc1 (stereo not drawn)	0.68	2.5	4	1	7	-6	1.7	0	13
CCC12CN3CC(CC)(CN(C1)C3c1c(O)ccc3ccccc13)C2=O (stereo not drawn)	0.11	0.9	-14	9	-6	-1	-6.9	1	-12
O=C(CSc1nnnn1-c1cccc2ccccc12)Nc1ccc(N2CCOCC2)c(Cl)c1	-1.5	0.9	-2	-1	-3	-4	1.9	-5	8
O=C(Nc1ccccc1-c1ccccc1)c1cccc(C(F)(F)F)c1	-0.5	-0.7	-10	1	2	4	0.3	9	4
COc1ccc(Cl)cc1NC(=S)N(CCN1CCOCC1)C1CCN(C(C)=O)CC1	0.46	2.4	21	26	-2	-2	0.9	-5	3

Only part of the results is shown. The share of hits here may be higher or lower than overall.
